PL biosyn Enam – blocks phospholipid synthesis in CHO cells, Enamine compounds; AID 1347385; 0.4% of 20,000 active; calls only at 10 µM; ZR-82 CHO cells, pyrene fatty acid UV survival, CellTiter Blue; peroxisome-deficient CHO-K1 mutant line; plus DGAT-1, DGAT-2 and ACAT inhibitors;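 active = cell survival signal 2 SD away from solvent-only control wells, confirmed on one or two retests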;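 note: 3 h compound exposure then viability read about one day after UV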
Calls only; i = inactive. Some of the compounds tested; rates above refer to the full screens.

SMILES	PL biosyn Enam
O=S(=O)(Nc1cccc(S(=O)(=O)N2CCCC2)c1)c1ccc(Br)cc1	i
Nc1nnc(SCc2nc(-c3cccs3)no2)s1	i
Nc1cc(=O)[nH]c(SCCCn2c(=O)[nH]c3ccccc32)n1	i
CNCC(=O)Nc1cc(C)on1	i
FC(F)(F)c1ccc(N/N=C/c2c3ccccc3cc3ccccc23)nc1	i
Cc1noc(C)c1C(=O)Nc1nccs1	i
S=C(NCCN1CCOCC1)NC1CCSc2ccccc21 (stereo not given)	i
CCCCCCCOC(=O)C1=C(N)OC2=C(C(=O)CCC2)C1c1ccco1 (stereo not given)	i
CC(C)(C)P(=Nc1ccc([N+](=O)[O-])cc1)(c1ccncc1)N1CCCC1 (stereo not given)	i
Cc1cc(C(C)(C)C)cc(C)c1S(=O)(=O)N1CCNCC1	i
CCN(CC)CCn1c(N)cc(=O)[nH]c1=O	i
CC(Cl)(Cl)C(=O)N=C1N=C2C=CC(I)=CN2Cc2ccccc21	i
CN(C1CCCCC1)S(=O)(=O)c1ccc2c(c1)CCC(=O)N2	i
O=S(=O)(c1ccc(N2CCN(S(=O)(=O)c3ccc4c(c3)CCCC4)CC2)nc1)N1CCCC1	i
O=S1(=O)N=C(Nc2ccc3c(c2)CCC3)c2ccccc21	i
Nc1nc(CSc2nnc3n2CCCCC3)nc(Nc2ccccc2)n1	i
O=S(=O)(Nc1c2c(nc3ccccc13)CCCC2)c1ccc(F)c(F)c1	i
NS(=O)(=O)c1ccc(NNC(=S)NC2CCCCC2)c([N+](=O)[O-])c1	i
O=C(O)c1nc2ccccc2nc1C(=O)O	i
O=c1c(C2=NCCCCCC2)c(NC2=NCCCCCC2)[nH]n1-c1ccccc1	i
O=c1cc(-c2cc3ccccc3o2)oc2ccc(Br)cc12	i
O=C(NC1CCCCC1)N1N=C2/C(=C/c3ccc(Br)cc3)CCCC2C1c1ccc(Br)cc1 (stereo not given)	i
NC(=O)C1CCCN(C(=O)c2ccc(Cl)s2)C1 (stereo not given)	i
CCc1sc(C(=O)NNC(=O)CN2C(=O)NC3(CC(C)CC(C)(C)C3)C2=O)cc1C (stereo not given)	i
CCn1c2ccccc2c2cc(NP(=Nc3ccc(Br)cc3)(c3ccc(Br)cc3)c3ccc(Br)cc3)ccc21	i
SMILES	PL biosyn Enam
Nc1c(C(=O)CSc2ccc(S(=O)(=O)N3CCCC3)cn2)c(=O)[nH]c(=O)n1C1CC1	i
Fc1ccc(-c2nnn(Cc3ccccc3Br)n2)cc1	i
CC(C)c1ccc(C2C=C(c3ccccc3)Nc3ncnn32)cc1 (stereo not given)	i
CCCCn1c(=O)[nH]c(=O)c2c1nc(CSc1nncn1C)n2CC	i
CC(C)CN(C(=O)CSc1nnc(-c2ccco2)o1)C1CCS(=O)(=O)C1 (stereo not given)	i
CCOC(=O)c1c(C)[nH]c(C(=O)COC(=O)CN2C(=O)C3CC=CCC3C2=O)c1C (stereo not given)	i
Cc1nc(Cc2nnc(SCCCn3c(=O)c4c(ncn4C)n(C)c3=O)o2)cs1	i
O=C(Nc1ccc2c(c1)CCC2)C1=CN2CCS(=O)(=O)N=C2C=C1	i
S=c1[nH]nc(-c2ccccc2)n1/N=C/c1ccc(Br)cc1	i
CC1CCC2(CC1)NC(=O)N(NC(=O)COC(=O)C1CCCCC1)C2=O (stereo not given)	i
Cc1nn(-c2ccc(Cl)cc2)c2c1C=Nc1cc(Cl)ccc1O2	i
FC(F)Oc1ccc(C2=CN3CCN=C3S2)cc1	i
O=C1C2=C(Nc3[nH]c(=O)[nH]c(=O)c3C2c2ccccc2)c2ccccc21 (stereo not given)	i
c1ccc(CNc2nc(-c3ccccc3)nc3ccccc23)cc1	i
Cc1ccc(CCC(=O)NNC(=O)CCc2ccc(C)o2)o1	i
CCOC(=O)c1c(P(=O)(N2CCOCC2)N2CCOCC2)noc1N	i
CC1(NC(=O)N2CCOCC2)CCS(=O)(=O)C1 (stereo not given)	i
O=[N+]([O-])c1cc(S(=O)(=O)C(F)(F)F)ccc1Sc1nc2ccccc2o1	i
CC(C)NC(=S)NN=C1CCCCCC1	i
CSc1nnc2c(n1)OC1(CCCC1)Nc1ccccc1-2	i
CN=c1scc(-c2cc(OC)c(OC)c(OC)c2)n1/N=C/c1cc(OC)c(OC)c(OC)c1	i
C(=NC1=NN(c2ccccc2)CC1)N1CCCCCC1	i
O=C1CCN(CC(=O)N(C2CCCCC2)C2CCCCC2)C(=O)N1CC(=O)N(C1CCCCC1)C1CCCCC1	i
CCN1CCN(C2=CC(=[N+]3CCCC3)CC(C)(C)C2)CC1	i
C=CCNC(=O)CSc1nnc(-c2cccs2)o1	i
SMILES	PL biosyn Enam
Nc1nc(N)nc(CN2CCCc3ccccc32)n1	i
COCCn1c(C)cc(C(=O)CN2C(=O)NC3(CCCCCCC3)C2=O)c1C	i
COc1cccc(OCCSc2nnc3sc4ccccc4n23)c1	i
O=C1NC2(Nc3ccccc31)C(=O)Nc1cc3c(cc12)OCCO3 (stereo not given)	i
COc1ccccc1-c1noc(CSc2nc3ccccc3o2)n1	i
O=[N+]([O-])c1ccc(S(=O)(=O)Nc2ccc3cn[nH]c3c2)cc1	i
Cc1ccc2nc(C(Cl)(Cl)Cl)nc(N/N=C/c3ccncc3)c2c1	i
CCOC(=O)c1c(C)[nH]c(NC(=O)N2CCOCC2)c1C	i
CCNC(=S)N1CCN(S(=O)(=O)c2ccc(Cl)s2)CC1	i
CC(Sc1nnc(-c2ccc3c(c2)OCO3)o1)C(=O)c1ccc(C(C)(C)C)cc1 (stereo not given)	i
CC(C)(C)N=C1NC(=NC(C)(C)C)c2ccccc21	i
FC(F)(F)c1nc(-n2ccnc2)c2ccccc2n1	i
O=C(Cn1cnc2sccc2c1=O)NCc1ccco1	i
O=C1OCCC1Sc1nc2sc3c(c2c(=O)[nH]1)CCCC3 (stereo not given)	i
O=C1c2ccccc2C(=O)N1CCCCN1c2cccc3cccc(c23)S1(=O)=O	i
O=S(=O)(c1ccc(Cl)c(Cl)c1)N1CCCCC1	i
CCC(C)(C)C1CCC2(CC1)NC(=O)N(CC(=O)NC1CCCCCCC1)C2=O (stereo not given)	i
S=c1[nH]c2ccccc2n1-c1cc(-c2ccccc2)nn1-c1ccccc1	i
CN1/C(=C\C=Nc2ccc([N+](=O)[O-])cc2Br)C(C)(C)c2ccccc21	i
CCOC(=O)c1c(C)oc2c(F)c(F)c(F)c(F)c12	i
Cc1cc(C(=O)OCC(=O)c2cc(C)n(C(C)C)c2C)on1	i
O=c1cc(Cn2cnc3ccccc32)c2c(ccc3ccccc32)o1	i
Oc1cc2c(cc1CN1CCc3sccc3C1c1cccs1)OCO2 (stereo not given)	i
C=C(C)C1CCC(C)=C1CC/C(C)=N/NC(N)=O (stereo not given)	i
c1ccc(-c2cnc(CSc3nnc(C4CC4)n3C3CC3)o2)cc1	i
SMILES	PL biosyn Enam
C/C=C/C=C/C(=O)OCC(=O)N1CCN(C(=O)COC(=O)/C=C/C=C/C)CC1	i
COc1ccc2c(CC(=O)OCn3nnc4ccccc4c3=O)coc2c1	i
Cc1cc(Cn2cnc3c2c(=O)n(C)c(=O)n3C)no1	i
Cc1cc(C(=O)CSc2n[nH]c(N)n2)c(C)n1C1CC1	i
Cc1ccc2c(c1)SC1=NS(=O)(=O)CCN12	i
O=c1oc2cc(O)ccc2c2c1CCCCC2	i
CN(c1ccccc1)c1ccc(/C=N/N=c2\sc3ccccc3n2C)cc1	i
O=C(O)CSc1nn(-c2ccc(F)cc2)c(=S)s1	i
Nc1cc(-c2ccc(Cl)cc2)no1	i
c1ccc2c(c1)C(=NC1CCCCC1)NC2=NC1CCCCC1	i
CC1(C)OC(C(=O)NC2CCCCC2)C(C(=O)NC2CCCCC2)O1 (stereo not given)	i
NS(=O)(=O)c1ccc2c(c1)CCN2	i
O=C(Cn1cc([N+](=O)[O-])ccc1=O)N1CCC2CCCCC2C1 (stereo not given)	i
CN1CCN(/N=C/c2ccc(O)cc2)CC1	i
O=P(Nn1cnnc1)(c1cccc2ccccc12)c1cccc2ccccc12	i
CCCCN(CC)c1ncnc2sc(C)c(C)c12	i
Cc1oc(C(O)C(O)C(O)CO)cc1C(=O)O (stereo not given)	i
CN(C(=O)CSc1nnc(N)s1)C1CCCCC1	i
CN(C)CCCNC(=S)Nc1ccc(Cl)cc1Cl	i
CC(C)Cn1c(N2CCOCC2)n[nH]c1=S	i
C=C(C)CNC(=S)N/N=C(\C)c1ccc(C)o1	i
C=CCN(CC=C)C(=O)C[N+]12CC[N+](CC(=O)N(CC=C)CC=C)(CC1)CC2	i
CSCCCNC(=S)Nc1ccc(N2CCOCC2)cc1	i
Fc1ccccc1-n1cnnc1SCc1cc2c(cc1Br)OCO2	i
Fc1ccc(OCCSc2n[nH]c3nc4ccccc4n23)cc1	i

At a glance, 20 of the compounds above.
SMILES	PL biosyn Enam
C/C=C/C=C/C(=O)OCC(=O)N1CCN(C(=O)COC(=O)/C=C/C=C/C)CC1	i
COc1ccc2c(CC(=O)OCn3nnc4ccccc4c3=O)coc2c1	i
Cc1cc(Cn2cnc3c2c(=O)n(C)c(=O)n3C)no1	i
Cc1cc(C(=O)CSc2n[nH]c(N)n2)c(C)n1C1CC1	i
Cc1ccc2c(c1)SC1=NS(=O)(=O)CCN12	i
O=c1oc2cc(O)ccc2c2c1CCCCC2	i
CN(c1ccccc1)c1ccc(/C=N/N=c2\sc3ccccc3n2C)cc1	i
O=C(O)CSc1nn(-c2ccc(F)cc2)c(=S)s1	i
Nc1cc(-c2ccc(Cl)cc2)no1	i
c1ccc2c(c1)C(=NC1CCCCC1)NC2=NC1CCCCC1	i
CC1(C)OC(C(=O)NC2CCCCC2)C(C(=O)NC2CCCCC2)O1 (stereo not given)	i
NS(=O)(=O)c1ccc2c(c1)CCN2	i
O=C(Cn1cc([N+](=O)[O-])ccc1=O)N1CCC2CCCCC2C1 (stereo not given)	i
CN1CCN(/N=C/c2ccc(O)cc2)CC1	i
O=P(Nn1cnnc1)(c1cccc2ccccc12)c1cccc2ccccc12	i
CCCCN(CC)c1ncnc2sc(C)c(C)c12	i
Cc1oc(C(O)C(O)C(O)CO)cc1C(=O)O (stereo not given)	i
CN(C(=O)CSc1nnc(N)s1)C1CCCCC1	i
CN(C)CCCNC(=S)Nc1ccc(Cl)cc1Cl	i
CC(C)Cn1c(N2CCOCC2)n[nH]c1=S	i

The results go on.
SMILES	PL biosyn Enam
CCNCC(=O)NC(C)C	i
Cc1ccc(S(=O)(=O)C(F)F)cc1S(=O)(=O)C(F)F	i
N/C(=N\OC(=O)N1CCOCC1)c1ccccn1	i
CN1CCCN(c2ncnc3sccc23)CC1	i
COCCN=c1scc(-c2ccccc2Br)n1/N=C/c1ccc2c(c1)OCO2	i
COc1ccc2nc(SCCO)nc(C)c2c1	i
CN(CCO)CC(O)Cn1c2ccc(Br)cc2c2cc(Br)ccc21 (stereo not given)	i
Cc1ccc(C2=CC(c3cccc(C(F)(F)F)c3)n3ncnc3N2)cc1 (stereo not given)	i
c1ccc2oc(CSc3ncnc4ccccc34)nc2c1	i
O=C(CSc1nnc(SCC(=O)c2ccco2)s1)c1ccco1	i
COCCN=c1scc(-c2ccc(Br)cc2)n1/N=C/c1ccc(F)cc1	i
O=[N+]([O-])c1ccccc1OCCOC1OCCOC1OCCOc1ccccc1[N+](=O)[O-] (stereo not given)	i
CCCn1c(=O)c2c(=S)nc(C3CCC3)[nH]c2n(CCC)c1=O	i
COc1cc(/C=N/n2c(-c3ccc(Cl)cc3Cl)n[nH]c2=S)cc(OC)c1O	i
C=CS(=O)(=O)C(C)CC(N)=O (stereo not given)	i
O=c1[nH]nc(N=Nc2c(O)[nH]c3ccc([N+](=O)[O-])cc23)c(=O)[nH]1	i
Cc1noc2nc(C(F)(F)F)[nH]c(=O)c12	i
O=[N+]([O-])c1cc2c(cc1N=Nc1ccc(O)c3ccccc13)OCCO2	i
Cc1cc(O)c(C=Nc2ccc(Br)cc2)c(=O)o1	i
C=CCn1c(SCC(=O)c2[nH]c(C)c(C(C)=O)c2C)nc2sc3c(c2c1=O)CCC3	i
Cn1c(C(=O)NCCCN2CCCC2=O)cc2c(=O)n3ccccc3nc21	i
CN(C)CCCn1c(=S)[nH]c2sc3c(c2c1=O)CCCC3	i
c1ccc(N(/N=C2\CCCc3ccccc32)c2ccccc2)cc1	i
O=c1[nH]c(CSc2nnnn2C2CCCC2)nc2cc(Cl)ccc12	i
O=P1(N/N=C/c2ccccc2Cl)C=C(c2ccccc2)OC(c2ccccc2)=C1	i

For convenience, some entries already given:
SMILES	PL biosyn Enam
CCNCC(=O)NC(C)C	i
Cc1ccc(S(=O)(=O)C(F)F)cc1S(=O)(=O)C(F)F	i

(cont.)
SMILES	PL biosyn Enam
O=[N+]([O-])c1ccc(C2Nc3ccc(Br)cc3C(c3ccccc3)O2)cc1 (stereo not given)	i
CCn1c(SCC(=O)c2ccc(Br)s2)nnc1-c1cccs1	i
Cc1ccc(S(=O)(=O)Oc2c(C(C)C)cc(Nc3cc(C)ccc3C)cc2C(C)C)cc1	i
CCCn1c(SCc2cc(=O)n3ccsc3n2)n[nH]c1=O	i
CCOC(=O)c1[nH]c(CSCc2[nH]c(C(=O)OCC)c(C)c2C(=O)OCC)c(C(=O)OCC)c1C	i
Cn1c(N)c(C(=O)CSc2nc(N)cc(N)n2)c(=O)n(C)c1=O	i
O=C(CSc1nnc(-c2cccs2)n1C1CC1)N1CCOC1=O	i
O=C(CCC(=O)c1cccs1)NNC(=O)c1cccs1	i
CC1(C)N=C(N)N=C(N)N1c1ccc(Br)cc1	i
S=c1[nH]nc(-c2cc(-c3cccs3)nc3ccccc23)o1	i
CN1CCC(N(C)S(=O)(=O)c2cccc(S(=O)(=O)c3cccc(S(=O)(=O)N(C)C4CCN(C)CC4)c3)c2)CC1	i
COCCN=c1scc(-c2ccc(OC(F)F)cc2)n1/N=C/c1ccc(OC)c(OC)c1OC	i
COc1cc2nc(CSc3nnnn3C3CC3)[nH]c(=O)c2cc1OC	i
Cn1cnc([N+](=O)[O-])c1Oc1ccc2ccc(=O)oc2c1	i
CC1(C(=O)OCc2cc(=O)n3cc(Br)ccc3n2)CC1(Cl)Cl (stereo not given)	i
COc1cc(CN)cc(OC)c1OC	i
COc1cccc(NC(=S)N/N=C2\CC3CC=CC23)c1 (stereo not given)	i
CN1CCN(NC(=S)Nc2ccc(SC(F)F)cc2)CC1	i
